Source: PubChem (several laboratories)
M. tuberculosis GlmU – inhibition of mycobacterial GlmU enzyme – biochemical, glucosamine-1-phosphate acetyltransferase (AID 1376); Bifunctional protein GlmU (Mycobacterium tuberculosis (strain ATCC 25618 / H37Rv)); M. tuberculosis GlmU acetyltransferase enzyme assay; higher % means a stronger effect; inhibition, %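 (tested at 30 µM in the primary screen)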, or IC50 in µM where a hit was titrated; 220,000 compounds, 0.25% hits; in the data active = inhibition above about 13%;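 note: 0% = complete reaction with vehicle and 100% = reaction without substrate; strong numbers were not always called active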
RmlCD inh 1536 – M. tuberculosis RmlC/RmlD coupled enzyme inhibitors, primary screen, biochemical, compound mixtures, 384-well, from 1536-well plates. 160,000 compounds, 0.03% hits. RmlC+RmlD coupled enzyme assay, percent inhibition; primary screen in compound mixtures. inhibition, % at 3.6 µM. AID 1533, 2009; in the data active = inhibition mostly above about 34%, no sharp cut-off; note: some results filed as inactive read as strong as hits
Target sequence (P9WH09 whole entry, looked up): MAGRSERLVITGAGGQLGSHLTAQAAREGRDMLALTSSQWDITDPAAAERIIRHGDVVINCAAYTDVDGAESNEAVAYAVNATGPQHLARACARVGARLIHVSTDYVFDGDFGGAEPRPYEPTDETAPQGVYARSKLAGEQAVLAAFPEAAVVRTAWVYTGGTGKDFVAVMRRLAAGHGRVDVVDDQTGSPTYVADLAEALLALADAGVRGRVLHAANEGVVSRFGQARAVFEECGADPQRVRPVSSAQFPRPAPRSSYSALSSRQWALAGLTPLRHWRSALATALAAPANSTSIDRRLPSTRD
Target sequence (P9WH11 whole entry, looked up): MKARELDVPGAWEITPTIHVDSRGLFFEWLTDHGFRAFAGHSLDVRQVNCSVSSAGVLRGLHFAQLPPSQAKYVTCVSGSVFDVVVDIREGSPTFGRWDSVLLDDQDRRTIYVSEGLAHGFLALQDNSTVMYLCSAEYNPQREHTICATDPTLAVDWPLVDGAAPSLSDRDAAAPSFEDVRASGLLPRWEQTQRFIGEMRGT
* hit, by the source's call; . = no result given. A portion of the library. The share of hits here may be higher or lower than overall.

SMILES | M. tuberculosis GlmU | RmlCD inh 1536
CC(=O)Nc1ccc(NC(=O)Cn2cnc3c(cnn3C(C)(C)C)c2=O)cc1 | -1.5% | .
COc1ccc(N(C)S(=O)(=O)c2cccc(C(=O)Nc3cc(OC)ccc3OC)c2)cc1 | -1.8% | 3.1
O=C1NC(=O)C(C(CC(=O)c2ccccc2)c2ccccc2)C(=O)N1 (centres undefined) | 2.1% | 12.3
CC(=O)Oc1ccc(C(=O)c2ccccc2)c(OC(C)=O)c1 | 3.6% | -10.3
CCn1cnc2c1c(=O)n(CC(=O)N1CCc3ccccc31)c(=O)n2Cc1ccccc1 | 1.0% | -14.5
Cc1cccc(OCCCCNCc2ccccc2)c1 | 3.5% | 0.8
Cc1ccccc1S(=O)(=O)N(CC(O)CN1C(=O)NC(C)(C)C1=O)c1ccccc1 (centres undefined) | -5.1% | 1.7
Fc1ccccc1N1CC(c2ccccc2)C(c2cccs2)=N1 (centres undefined) | -7.6% | 0.0
N=C1/C(=C\c2ccc(-c3cccc(C(=O)O)c3)o2)C(=O)N=C2SC=C(c3ccccc3)N12 | 129µM* | .
Cc1ccc(Sc2c(C)nn(C(=O)CNS(=O)(=O)c3ccc(F)cc3)c2C)cc1 | 8.4% | 5.5
Cc1cc(C)n(-c2nc3ccccc3c(=O)n2OCc2ccc(F)cc2)n1 | 0.1% | -3.4
CC(C)NC(=S)NNC(=O)C12CC3CC(CC(C3)C1)C2 | 0.3% | 6.8
CCC/C(=N\NC(=O)CNC(=O)c1ccc(Cl)cc1)c1ccccc1 | -5.7% | -5.3
COc1ccccc1-c1nc(-c2ccccc2)[nH]c(=O)c1C#N | . | -8.5
Cc1ccnc(NC(=O)c2cc(-n3cnnc3)ccc2Cl)c1 | 0.2% | .
N/C(=N\OC(=O)c1ccc([N+](=O)[O-])cc1)c1cccnc1 | 6.5% | 17.0
COc1ccccc1CC(=O)Nc1c[nH]c(=O)[nH]c1=O | -1.9% | 51.8
CCOC(=O)N1CCN(c2cc(=O)n(-c3ccc(OC)cc3)c(=O)[nH]2)CC1 | 1.8% | -2.1
Cc1nc2ccsc2c(=O)n1-c1ccc(Cl)cc1 | -2.1% | -6.8
Cc1cccc(OCCC(=O)NCC(=O)Nc2cccc(C)c2C)c1 | -0.3% | 12.0
CCOc1ccc(N2C(=O)CC(SC(=NC)Nc3ccc4c(c3)OCO4)C2=O)cc1 (centres undefined) | -3.0% | .
CCCC(=O)Nc1ccc(Cl)c(NC(=O)C(C)(C)C)c1 | -6.5% | .
COc1ccccc1Nc1nc(N)nc(CSc2ncccn2)n1 | 2.9% | -5.4
Cc1ccc(N/N=C(\C#N)C(N)=S)cc1C | -1.2% | 8.5
CC1(C)N=c2ccc([N+](=O)[O-])c(N)c2=[N+]1[O-] | 4.4% | -6.7
Cc1cc(/C=C2\C(=O)NC(=O)N(Cc3ccccc3Cl)C2=O)c(C)n1-c1ccc(C(=O)O)cc1 | -0.1% | 12.8
CC(=O)Nc1ccc(SCC(=O)c2c(N)n(Cc3ccccc3)c(=O)n(C)c2=O)cc1 | -0.2% | -8.6
CC(=O)NC1C(OC(=O)Cc2ccccc2)OC(COC(C)=O)C(OC(C)=O)C1OC(C)=O (centres undefined) | 2.9% | -11.0
CCCOC(=O)c1ccc(S(N)(=O)=O)o1 | 1.0% | .
COC(C[C@@H](O)C[C@H](O)[C@@H](C)OCc1ccccc1)OC | -1.8% | .
O=C1CC(c2ccccc2)Cc2nc(NC3CC3)ncc21 (centres undefined) | 1.4% | 4.5
COc1cc2c(cc1OC)C(c1cccs1)N(C(=O)c1ccncc1)CC2 (centres undefined) | 5.5% | .
CC1CCN(C(=O)Cn2cc(C#N)c3ccccc32)CC1 | 1.0% | .
C/C(=N\N1CCCCCC1)c1c(O)n(C)c(=O)n(C)c1=O | -2.9% | 3.6
CCn1cc(C2=NC(C)(C)CO2)c2ccccc21 | -7.2% | .
Cc1cccc(-n2c(-c3ccoc3C)n[nH]c2=S)c1 | 11.9% | -7.9
Cc1ccc(SCc2ccc(C(=O)Nc3cc([N+](=O)[O-])ccc3C)cc2)cc1 | -1.9% | .
COC(=O)C1=C(C)OC(N)=C(C#N)C1c1cc(C)sc1C (centres undefined) | -3.6% | .
Cc1ccc2[nH]c(CCN(C)C)c(CC#N)c2c1 | -1.2% | .
OCC[C@H]1C[C@H](O)[C@@H](O)[C@@]2(CCCCO2)O1 | 0.2% | .

Next section:
Results follow in this order: M. tuberculosis GlmU	RmlCD inh 1536
> COc1ccccc1S(=O)(=O)Cc1ccc(C(=O)NC(C)c2ccc3c(c2)OCCO3)o1 (centres undefined)
    7.1%	-4.3
> CC(C)(C)NC(=O)NC(=O)COC(=O)c1cccc(S(=O)(=O)N2CCCCC2)c1
    6.6%	7.8
> CCC(=O)Nc1ccc(-c2nc3ccccc3c(=O)o2)cc1
    -1.3%	.
> Fc1ccc(Cl)cc1/C=N/n1cnnc1SCc1ccccc1
    2.3%	.
> O/N=C/c1ccc(OCc2ccccc2F)c(Cl)c1
    -1.7%	-6.1
> CC1=C(/C=C/C(C)=C/C=C/C(C)=C\C(=O)O)C(C)(C)CCC1
    -2.4%	.
> CCn1c(SCC(=O)Nc2ccc3c(c2)OCO3)nnc1-c1cnccn1
    6.3%	9.7
> Cc1cccc(C)c1NC(=O)NN=C1CCCCC1
    17.8%	4.2
> C#CC1(O)CC(C)N(C)C(C)C1 (centres undefined)
    1.8%	.
> Cc1ccc(-c2cc(-c3ccc(C)cc3)[n+](C)o2)cc1
    -5.9%	3.5
> COc1cccc(C2CC(c3ccc(Cl)cc3)Nc3nc(N)nn32)c1 (centres undefined)
    -0.4%	.
> N#Cc1nc(-c2ccccc2)oc1NCC1CCCO1 (centres undefined)
    2.5%	.
> COc1ccccc1/C=C/CN1CCN(Cc2ccc(C)o2)C(CCO)C1 (centres undefined)
    3.2%	-7.9
> COc1ccccc1CCc1nnc(CCC(=O)NCCCOc2cccnc2)o1
    2.3%	-14.9
> Cc1ccsc1/C=N/n1c(-c2ccccn2)n[nH]c1=S
    -0.7%	6.2
> COc1ccc2sc(NC(=O)c3ccco3)nc2c1
    6.0%	2.9
> COc1ccccc1N1CCN(C(=O)C2CCN(S(=O)(=O)c3ccc(C)cc3)CC2)CC1
    0.9%	.
> O=C(CCn1c(=O)oc2ccccc21)N1CCCCCC1
    0.4%	16.9
> COc1cc(/C=C2\C(=N)N3N=CSC3=NC2=O)cc(Br)c1OC(=O)c1ccco1
    -0.3%	59.6
> CC1=NN(c2ccc(Cl)cc2)C(=O)C1C(c1cccc(O)c1)c1c(C)[nH]n(-c2ccc(Cl)cc2)c1=O (centres undefined)
    3.5%	-3.9
> Cc1cc2c(cc1C)[n+](C)cn2CC(O)COCC1CC=CCC1 (centres undefined)
    -2.4%	-35.3
> CCC(=O)Nc1sc(Cc2ccc3c(c2)OCO3)c(C)c1C(N)=O
    4.1%	4.5
> COc1ccccc1-c1ccc(SCc2cccc(C)c2)nn1
    -5.2%	.
> Cc1nc(CSc2n[nH]c(=O)n2-c2ccccc2)cs1
    2.6%	35.8
> COCCNc1nnc(SCC(=O)N2CCN(S(=O)(=O)c3ccccc3)CC2)s1
    4.1%	.
> COc1ccc(NC(=O)CC2CCCCC2)cc1OC
    -4.7%	74.8
> COc1ccc(-c2noc(-c3ccc(Cl)cc3[N+](=O)[O-])n2)cc1OC
    3.5%	8.3
> CC(=O)Nc1ccc2ccccc2c1
    1.2%	.
> CC(=O)N(CCC(c1ccco1)C(C)C)Cc1ccc(Cl)cc1 (centres undefined)
    2.0%	7.3
> O=C(Nc1cc(C(F)(F)F)ccc1N1CCOCC1)c1cccc(F)c1
    1.5%	11.4

Taken from above:
M. tuberculosis GlmU result of `CC(=O)Nc1ccc(NC(=O)Cn2cnc3c(cnn3C(C)(C)C)c2=O)cc1` → -1.5%
M. tuberculosis GlmU result of `Cc1cccc(C)c1NC(=O)NN=C1CCCCC1` → 17.8%
M. tuberculosis GlmU result of `CCCC(=O)Nc1ccc(Cl)c(NC(=O)C(C)(C)C)c1` → -6.5%
M. tuberculosis GlmU result of `Fc1ccccc1N1CC(c2ccccc2)C(c2cccs2)=N1` (centres undefined) → -7.6%

Copied from above for reference:
Results follow in this order: M. tuberculosis GlmU	RmlCD inh 1536
> COc1ccccc1S(=O)(=O)Cc1ccc(C(=O)NC(C)c2ccc3c(c2)OCCO3)o1 (centres undefined)
    7.1%	-4.3
> CC(C)(C)NC(=O)NC(=O)COC(=O)c1cccc(S(=O)(=O)N2CCCCC2)c1
    6.6%	7.8
> CCC(=O)Nc1ccc(-c2nc3ccccc3c(=O)o2)cc1
    -1.3%	.
> Fc1ccc(Cl)cc1/C=N/n1cnnc1SCc1ccccc1
    2.3%	.
> O/N=C/c1ccc(OCc2ccccc2F)c(Cl)c1
    -1.7%	-6.1

Additional results:
Results follow in this order: M. tuberculosis GlmU	RmlCD inh 1536
> CC1(C)CC(=O)C=C(NCCN2CCN(C(=S)Nc3ccccc3)CC2)C1
    4.2%	15.0
> COCCn1c(SCc2cccnc2)nnc1-c1ccco1
    7.8%	.
> Cc1cc(C)cc(N2CC(c3nc4ccccc4n3C)CC2=O)c1 (centres undefined)
    1.9%	.
> CCCCN(CC)CCCNC(=S)Nc1ccc2nc(N3CCN(CC)CC3)cc(C)c2c1
    -11.3%	6.1
> Cc1cnc(NC(=O)CC2CCCC2)s1
    -0.7%	6.9
> CCc1ccc(/C=C2\Oc3c(ccc(O)c3CN3CCN(CCO)CC3)C2=O)cc1
    -7.7%	13.8
> Cn1cnnc1Sc1nc([N+](=O)[O-])nn1C
    -3.3%	9.9
> CN1CCc2c1nc1ccccc1c2N=C1CCCN1Cc1ccccc1
    4.4%	7.2
> CC1CCN(C(=S)c2cn(Cc3ccc(F)cc3)c3ccccc23)CC1
    4.0%	5.1
> Cc1ccc(C(=O)O/N=C(\N)c2cccnc2)cc1[N+](=O)[O-]
    -2.4%	-10.6
> CCCn1c(=O)[nH]c(=O)c2c(C(=O)OCC)cc(-c3cccs3)nc21
    2.5%	11.5
> Cn1c(COc2ccc3ccccc3c2)nnc1SCC(N)=O
    1.9%	.
> c1ccc(C2CC(c3cccs3)Nc3nnnn32)cc1 (centres undefined)
    -5.3%	6.2
> CC(C)(C)[C@@H]1C=C(C(=O)Nc2ccccc2)O[C@H](OCc2ccc(CO)cc2)C1
    1.2%	.
> CCOc1ccc(N2C(=O)C3ON(C)C(c4ccc([N+](=O)[O-])cc4)C3C2=O)cc1 (centres undefined)
    0.1%	6.9
> CCOP(=O)(OCC)c1nc(-c2ccc(Cl)cc2)oc1NCc1ccccc1
    5.8%	-11.9
> Cc1ccc(NC(=O)COC(=O)CCc2nc3ccccc3c(=O)[nH]2)c(Br)c1
    3.3%	-8.2
> COCc1nnc(NC(=O)c2ccc(S(=O)(=O)N3CCCc4ccccc43)cc2)o1
    1.7%	.
> O=C(CNC(=O)OCc1ccccc1)NCC(=O)N1CCCC1C(=O)OCc1ccccc1 (centres undefined)
    4.3%	-9.6
> CCOC(=O)c1c(C)c(C(=O)NC(C)COC)c(C)n1CC (centres undefined)
    -3.7%	.
> Cc1nn(Cc2ccc(Cl)cc2)c(C)c1NC(=O)c1noc2c1CCc1ccccc1-2
    6.4%	-5.5
> CCOc1ccc(N2C(=O)c3cccnc3C2Nc2ccc(C)cc2)cc1 (centres undefined)
    3.7%	.
> C=CCNc1nc(C2(C)CC3(CC(C)OC3=O)C(=O)O2)cs1 (centres undefined)
    3.5%	-5.0
> CN(C)c1ccc(O)c2c1CC1CC3C(N(C)C)C(=O)C(C(N)=O)=C(O)[C@@]3(O)C(=O)C1=C2O (some centres undefined)
    -2.8%	.
> CN(C)CCCN(Cc1ccccc1)C(=S)NCc1ccccc1
    2.9%	-9.8
> COC(=O)c1cccc(NC(=O)CN2CCN(Cc3ccccc3)CC2)c1
    1.8%	6.2
> NC(=O)CS(=O)(=O)c1nc2ccccc2n1Cc1ccccc1F
    6.6%	.
> O=C(O)CSCC(=O)Nc1ccc(C2CCCCC2)cc1
    2.1%	13.1
> Nc1nc(NCCCN2CCOCC2)nc(NCc2ccccc2)c1[N+](=O)[O-]
    -8.0%	7.4
> Cc1cc(=O)oc2cc(OCc3ccc(C(=O)OCC(=O)N(C)C4CCS(=O)(=O)C4)cc3)ccc12 (centres undefined)
    .	-5.2
> COc1ccc(NC(=O)c2cc(-c3cc(C)cc(C)c3O)n[nH]2)cc1Cl
    -3.2%	.
> O=C(CC(c1ccccc1)c1ccccc1O)N1CCCC1 (centres undefined)
    1.4%	5.0
> COc1ccc(Nc2sc(C(=O)Nc3cccc(Cl)c3)c(N)c2C(=O)Nc2ccccc2OC)cc1
    -1.9%	-2.9
> CCOC(=O)c1nc2cc3n(c(C)c-2c1C)C(C)C(CC)=C3C (centres undefined)
    -0.4%	.
> Cc1nn(CC(=O)Nc2ccc3c(c2)nc2n3CCN(C3CCCCC3)C2)c(=O)c2ccccc12
    -2.8%	5.7
> COc1ccc2c(c1OC)C(=O)N(c1ccccn1)C2
    1.5%	14.1
> CN(C(=O)CSc1nc(-c2ccccc2)cn1N)C(c1ccccc1)c1ccccc1
    3.7%	-6.2
> O=C(CCc1ccccc1)NNC(=O)c1ccc(Br)cc1
    -5.9%	-1.2
> CCN(CC)c1ccc(C(=O)N2CCN(Cc3ccccc3)CC2)cc1
    -2.0%	.
> O=C1N[C@@H](Cc2ccccc2)C(=O)N2[C@@H]3N(S(=O)(=O)c4ccccc4)c4ccccc4[C@]3(Br)C[C@@H]12
    1.9%	.
> O=S(=O)(c1ccccc1)N(CC(O)COc1ccccc1)c1ccccc1 (centres undefined)
    2.7%	-12.1
> O=C(CCc1ccc(CCC(=O)c2cccs2)s1)c1cccs1
    -0.3%	-5.8

Retrieved by compound from the entries so far:
Results follow in this order: M. tuberculosis GlmU	RmlCD inh 1536
> CN(C(=O)CSc1nc(-c2ccccc2)cn1N)C(c1ccccc1)c1ccccc1
    3.7%	-6.2
> O=C1N[C@@H](Cc2ccccc2)C(=O)N2[C@@H]3N(S(=O)(=O)c4ccccc4)c4ccccc4[C@]3(Br)C[C@@H]12
    1.9%	.
